GPR55 beta-arrestin – GPR55 agonists via beta-arrestin recruitment, primary screen, imaging, U2OS cells, beta-arrestin-GFP redistribution (AID 1961); U2OS GPR55 beta-arrestin-GFP redistribution imaging; higher % means a stronger effect; one-dose activation, % at 10 µM; EC50 in µM for titrated hits; 0.048% of 290,000 active;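 active = activation above 40% with more than 50 cells counted in the well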;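 note: U2OS osteosarcoma cells stably expressing GPR55 and beta-arrestin-GFP; plate controls were DMSO negative control for no effect and LPI positive control for full effect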
Yfh1-off respiration – mitochondrial function rescue without frataxin homolog – Friedreich's ataxia, plus single-dose screen, dose response (AID 1465); S. cerevisiae Yfh1-off respiration, WST-1 reduction, 72 h; higher fold induction means a stronger effect; fold induction at 50 µM; hits with a dose series show EC50 in µM; 0.074% of 220,000 active;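 active = fold induction of absorbance versus untreated yeast above a set limit, then at least 30% activation at any dose in follow-up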;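 note: activators that raise dye reduction in frataxin-depleted yeast; strong numbers were not always called active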
KOR beta-arrestin-1 – KOR agonists, beta-arrestin recruitment, primary screen, cell-based, luminescence, uHTS (AID 1777). KOR beta-arrestin recruitment, luminescence; higher % means a stronger effect. activation, % at 10 µM, or EC50 in µM where a hit was titrated. 0.02% of 280,000 active; in the data active = activation above about 50%, passing the limit was not always enough; note: a part of the inactive calls stands beside numbers as strong as those of hits
TNAP activation fold – human TNAP enzyme activators, primary screen, biochemical, luminescent, no phosphate acceptor, uHTS (AID 1001); activation fold at 20 µM, or EC50 in µM where a hit was titrated; purified TNAP, luminescent activation assay, no phosphate acceptor; higher activation fold means a stronger effect; 0.03% of 200,000 active; in the data active = activation fold from about 3, or a potency from the dose series; inactive = the rest, 99 in 100 with activation fold below about 1.6; note: many of its hits are not listed in these tables
NOD1 NF-kB reporter – NOD1 signaling inhibitors, primary screen, cell-based, luminescence, uHTS (AID 1578). 1% of 290,000 active. inhibition, % at 4 µM; hits with a dose series show EC50 in µM. NOD1-driven NF-kB luciferase reporter cells, luminescence; higher % means a stronger effect; in the data active = inhibition mostly above about 36%, no sharp cut-off; inactive = mostly below about 34%;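 note: HEK-293T reporter cells stimulated with the NOD1 agonist gamma-tri-DAP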
HEK293 NOD2/NF-kB – NOD2 signaling inhibitors, cell-based, luminescence, uHTS, HEK293 (AID 1566); HEK293 NOD2/NF-kB luciferase reporter, luminescence; higher % means a stronger effect; inhibition, % at 4 µM; hits with a dose series show EC50 in µM; 0.63% of 290,000 active; note: many of its hits are not listed in these tables
ER stress rescue – rescue of cells from ER stress-induced death, primary screen, 384-well, CSM14.1, thapsigargin, ATP luminescence (AID 1222) | 190,000 tested, under 10 active | cellular ATP content (survival), % at 20 µM, or EC50 in µM where a hit was titrated | CSM14.1 thapsigargin-induced death rescue, ATP luminescence; higher % means a stronger effect;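 active = EC50 below 50 µM in the dose-response confirmation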;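 note: death triggered by thapsigargin at about 15 µM added after 2 h compound pretreatment; cell ATP read after overnight thapsigargin exposure of roughly 18 to 22 hours; normalized against plate controls of thapsigargin alone and 5% DMSO vehicle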
NTR1 ag – agonists of NTR1, primary screen, imaging, U2OS cells, beta-arrestin-GFP, high content (AID 493036) | activation, % at 20 µM | 0.17% of 330,000 active | NTR1-U2OS beta-arrestin-GFP spot imaging, agonist mode;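 active = activation at or above 40% of the spot to cytoplasm intensity ratio, with at least 20 cells analyzed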;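 note: 0% = DMSO without peptide and 100% = 100 nM NTR1 peptide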
Target sequence (P30989 whole entry, looked up): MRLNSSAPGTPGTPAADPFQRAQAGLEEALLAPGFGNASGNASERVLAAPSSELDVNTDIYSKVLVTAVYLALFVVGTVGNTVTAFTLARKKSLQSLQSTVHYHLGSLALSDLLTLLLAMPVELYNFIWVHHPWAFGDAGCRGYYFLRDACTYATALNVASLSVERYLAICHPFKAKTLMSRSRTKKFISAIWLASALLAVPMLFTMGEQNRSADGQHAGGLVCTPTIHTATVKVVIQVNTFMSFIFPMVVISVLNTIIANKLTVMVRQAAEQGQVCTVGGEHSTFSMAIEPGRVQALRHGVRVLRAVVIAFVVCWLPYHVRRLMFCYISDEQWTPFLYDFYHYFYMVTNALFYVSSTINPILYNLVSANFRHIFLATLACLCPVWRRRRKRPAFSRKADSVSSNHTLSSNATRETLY
KOR beta-arrestin-2 – kappa opioid receptor blockers – cell-based, luminescence, uHTS (AID 1778); KOR beta-arrestin recruitment, luminescence, antagonist mode; higher % means a stronger effect; one-dose inhibition, % at 10 µM; IC50 in µM for titrated hits; 0.091% of 290,000 active; note: strong numbers were not always called active
NTR1 ag cell count 20 µM – also measured in NTR1 ag; calls as there; cell count; measured here: cell count, cytotoxicity flag
Starred values were filed as active, the others as inactive; i = inactive; / = not tested or not shown; [ ] = dose if it differs, or a comment. Cut-off read from the data, not from the text of the source, unless noted: active = inhibition above about 50%; inactive = the rest.

SMILES	GPR55 beta-arrestin	Yfh1-off respiration	KOR beta-arrestin-1	TNAP activation fold	NOD1 NF-kB reporter	HEK293 NOD2/NF-kB	ER stress rescue	NTR1 ag	NTR1 ag cell count 20 µM	KOR beta-arrestin-2
COc1ccc(/C=C/C(=O)NC(=S)NN2CCCCC2c2cccnc2)cc1 (configuration not stated)	0.4%	i	7.1%	1	-24%	4%	14%	-0.8	78	7%
O=C(Nc1cccc(F)c1)N1CC=C(c2ccc(Cl)cc2)CC1	-0.2%	i	-0.1%	1.2	-26%	-25%	1.6%	0.2	59	8%
Cc1cc(C(=O)Nc2ccc(S(=O)(=O)N3CCOCC3)cc2)ccc1[N+](=O)[O-]	0.6%	/	-3.3%	/	-26%	15%	/	-0.1	50	-3%[20 µM]
CC1(C)SC(=S)N(/N=C/c2ccccc2)C1N(O)C(=O)Nc1ccc([N+](=O)[O-])cc1 (configuration not stated)	-0.2%	i	-1.9%	1.1	4%	-20%	1.0%	10	64	15%
Clc1cccc(Nc2ncnc3ccc(Br)cc23)c1	0.0%	i	4.5%	1.1	12%	3%	-1.8%	6.6	48	-54%
COC(=O)C1CSc2[nH]c(=O)sc2C1c1ccc(O)c(OC)c1 (configuration not stated)	0.2%	i	0.3%	1.1	-17%	1%	3.0%	-1.3	43	27%
Cc1ccn(C(=O)c2cc3ccccc3oc2=O)n1	0.8%	/	-6.0%	1	-10%	14%	2.3%	-1.4	66	-13%
Cc1ccc(C)c2[nH]c(=O)c(CCNC(=O)C(C)(C)C)cc12	0.2%	i	-2.4%	1.1	5%	8%	/	-0.8	44	-11%
CCCCn1c(N)c(N(CCOC)C(=O)c2ccc3c(c2)C(=O)N(c2cc(C)ccc2C)C3=O)c(=O)[nH]c1=O	-0.1%	/	-1.5%	/	-39%	3%	/	1.1	62	8%
COc1cc2c(cc1OC)CC1(CCCCC1)N=C2	0.0%	i	/	1.1	-12%	25%	-0.9%	0.9	45	-13%[20 µM]
Cn1c2c(c(=O)n(C)c1=O)C(c1ccc(Br)cc1)Nc1ccccc1O2 (configuration not stated)	-0.2%	i	0.3%	1.1	1%	12%	0.9%	5.5	83	-11%
O=C(NCCc1ccc(Cl)cc1)C1CCC(CNc2c(N3CCCCC3)c(=O)c2=O)CC1 (configuration not stated)	-0.2%	i	-0.2%	1.1	2%	24%	0.9%	-1.1	88	12%
O=S(=O)(c1ccc(Cl)cc1)N1CCN(C(=S)Nc2ccccc2F)CC1	0.5%	i	0.2%	1.1	-45%	29%	1.8%	2.3	65	-18%
O=C(CCCC(=O)OCC(Cl)=C(Cl)Cl)Nc1ccccc1F	-0.1%	i	-6.0%	1	-17%	-5%	-1.1%	3.5	66	8%
Cc1nn(Cc2c(Cl)cccc2Cl)c(C)c1NC(=O)c1sc2ccccc2c1Cl	-0.2%	i	2.3%	1	7%	27%	-0.1%	5.6	55	15%
CC(C)C(=O)Nc1c(-c2cccs2)c(=O)c2ccccc2n1C	-0.1%	i	-0.1%	1.1	-2%	-12%	-0.7%	3.0	51	-21%
O=C(Nc1ccc(S(=O)(=O)N2CCCCCC2)cc1)C1CCCO1 (configuration not stated)	-0.2%	i	-5.7%	1.1	-10%	19%	/	1.0	93	1%
COc1ccc(C(=O)N2CCCCCCC2)cc1OC1CCN(C(C)C)CC1	-0.1%	/	1.7%	/	-2%	16%	/	-1.0	35	0%
O=C(Cn1c(=O)oc2ccccc21)Nc1ccc2c(c1)OCCO2	0.0%	i	1.4%	1.1	/	-8%	-2.1%	0.3	78	12%
O=C1CC(N2CCN(Cc3ccccc3)CC2)C(=O)N1c1ccccc1 (configuration not stated)	-0.2%	i	-1.1%	1.1	2%	1%	-1.7%	-0.9	91	10%
CCO[C@H]1OC(C(=O)O)=C[C@@H](c2ccc(C(F)(F)F)cc2)[C@@H]1CCCO	0.1%	i	-0.4%	1	-7%	10%	1.8%	-0.3	51	15%
COc1ccc(-c2[nH]nc3c2C(c2ccccc2OC(=O)N2CCOCC2)C(C#N)=C(N)O3)cc1 (configuration not stated)	-0.1%	i	-1.9%	0.7	-13%	2%	/	-1.4	58	8%
COc1ccc(C(=O)Nc2cccc(-c3nnc(-c4ccco4)o3)c2)cc1	-0.1%	i	-2.5%	1.1	-9%	14%	2.8%	37	93	-1%
Cc1ccccc1NC(=O)CSc1ccncc1	-0.2%	i	-3.7%	/	-1%	14%	/	0.8	48	20%
CCOC(=O)C1CCN(C(=O)CN(c2ccc3c(c2)OCO3)S(C)(=O)=O)CC1	-0.1%	i	6.6%	1	-6%	-5%	3.6%	-0.4	50	-26%
Cc1ccc2nc(-c3ccccc3)cc(C(=O)N3CCc4ccccc4C3)c2c1	1.0%	/	-0.3%	1.1	-8%	-1%	-1.2%	4.9	65	-16%
COc1ccc(S(=O)(=O)CCC(=O)N2CC(=O)N(CCc3ccccc3)C(=O)C2)cc1	-0.1%	i	2.0%	1.1	/	-12%	-2.3%	0.4	47	-30%
COCC(=O)n1cc(C(=O)OC)c2ccccc21	-0.4%	i	-0.2%	1.1	-22%	-6%	1.4%	-0.8	37	2%
COc1ccc(CCCc2n[nH]c(=S)o2)cc1	-0.3%	/	0.8%	1.1	-11%	-5%	0.2%	1.9	57	-6%
C=CCNC(=O)C12CC3CC(C1)CC(C(=O)NCC=C)(C3)C2	-0.1%	i	3.1%	1.1	-2%	16%	7.8%	-1.8	76	-19%
COc1c(C)cc(C(=O)C2CCCN(C(=O)c3cccc(-n4cccn4)c3)C2)cc1C (configuration not stated)	0.0%	i	2.6%	1.1	-20%	17%	15%	1.2	58	-32%
Cc1cc(C)n(CC(=O)Nc2ccc([N+](=O)[O-])cc2)n1	-0.3%	i	-0.6%	1.1	-28%	1%	-0.4%	-1.4	38	7%[20 µM]
COc1ccc(CCNC(=O)CSc2nc3[nH]ncc3c(=O)n2-c2ccccc2Br)cc1OC	-0.6%	i	-5.4%	1.1	-19%	14%	-0.4%	0.3	26	-20%
CCCCCC(=O)Nc1cccc(C2=NOC3(C2)C[C@H](C(N)=O)N(C(=O)CCCCC)C3)c1 (some centres not stated)	-0.2%	i	1.4%	/	-10%	9%	/	-2.7	92	14%
CCCCc1ccc(NS(=O)(=O)N(C)C)cc1	-0.2%	i	5.4%	1.1	-2%	8%	-0.4%	-1.6	96	23%
COc1ccc(/C=C2\SC(=O)N(CC(=O)N(C)C3CCS(=O)(=O)C3)C2=O)cc1 (configuration not stated)	-0.2%	/	0.2%	/	-27%	-10%	/	0.6	68	-42%
CCc1cccc(C)c1NC(=O)CN(C)S(=O)(=O)c1ccc(-c2ccc(=O)[nH]n2)s1	0.2%	/	-4.5%	/	4%	7%	/	-0.5	58	-14%
Cc1ccc(C)c(NC(=O)C2Cc3ccccc3CN2C(=O)OCc2ccccc2)c1 (configuration not stated)	0.4%	i	-6.5%	1	-7%	7%	-0.6%	0.0	66	33%
CN(CC(=O)Nc1ccc(N2CCOCC2)cc1)Cc1cc(=O)n2ccsc2n1	-0.5%	i	-4.6%	1	-42%	9%	/	-0.5	61	-24%
O=C(C1CC1)N(CCN(C(=O)C1CC1)c1ccccc1)c1ccccc1	-0.1%	i	7.9%	1.1	25%	-12%	0.4%	-1.8	92	-15%
COc1ccc(-c2c(C)nc3c(-c4ccc(F)cc4)cnn3c2N)cc1	-0.1%	/	-2.6%	/	-17%	-107%	/	0.3	75	/
COC(=O)c1cc(=O)n(-c2ccc(C(F)(F)F)cc2)[nH]1	0.2%	i	/	/	-6%	-11%	/	0.9	44	15%
CCN(CC)S(=O)(=O)c1cccc(-c2n[nH]c(=S)n2C(C)COC)c1 (configuration not stated)	-0.6%	i	4.7%	1	-33%	-1%	2.5%	2.0	39	-7%
COc1ccc(/C=N/N=C/c2ccc(OC)cc2)cc1	-0.1%	/	-0.7%	/	1%	12%	/	1.7	87	-13%
Cc1c(C(=O)N2CCN(c3ccccn3)CC2)cccc1[N+](=O)[O-]	0.1%	i	-4.9%	1.1	-28%	4%	-1.5%	1.5	55	6%
CC(=O)Nc1ccc(S(=O)(=O)N(Cc2ccccc2)c2ccccn2)cc1	-0.4%	/	3.8%	/	-5%	22%	/	0.8	54	-18%[20 µM]
Cc1c(C(=O)Nc2ccccc2)sc2nc[nH]c(=O)c12	-0.2%	i	-3.1%	1	-43%	-11%	-0.8%	1.4	36	-10%
O=C(O)CCNC(=O)c1ccc(NC(=O)C(c2ccccc2)c2ccccc2)cc1	-0.1%	/	-0.6%	/	-3%	8%	/	1.8	46	8%
CC(Sc1nc2ccccc2o1)C(=O)O (configuration not stated)	-0.1%	i	12%	1.1	-8%	-8%	-2.5%	0.6	83	2%
COC1CCCN(Cc2cn(C)nc2-c2ccc(Oc3ccccc3)cc2)C1 (configuration not stated)	-0.3%	i	-4.4%	1	-6%	0%	-0.6%	-1.2	62	3%
Cc1nnc(SCc2ccc(C(=O)Nc3cc(Cl)ccc3C)cc2)s1	-0.2%	i	3.2%	1.1	-44%	-6%	0.7%	0.4	40	27%
C=CCON/C(CCC)=C1\C(=O)C(C(=O)OC)C(C)(C)CC1=NC (configuration not stated)	0.1%	i	6.5%	0.8	14%	3%	0.3%	0.8	36	-9%
Cc1cc(C)n2cc(CSc3nnc(SCc4cn5c(C)cc(C)nc5n4)s3)nc2n1	0.0%	i	-1.6%	1.1	-21%	7%	0.3%	/	/	-5%

Fetched by structure from the entries so far:
SMILES	GPR55 beta-arrestin	Yfh1-off respiration	KOR beta-arrestin-1	TNAP activation fold	NOD1 NF-kB reporter	HEK293 NOD2/NF-kB	ER stress rescue	NTR1 ag	NTR1 ag cell count 20 µM	KOR beta-arrestin-2
COc1ccc(/C=C/C(=O)NC(=S)NN2CCCCC2c2cccnc2)cc1 (configuration not stated)	0.4%	i	7.1%	1	-24%	4%	14%	-0.8	78	7%
CCCCc1ccc(NS(=O)(=O)N(C)C)cc1	-0.2%	i	5.4%	1.1	-2%	8%	-0.4%	-1.6	96	23%
CC(=O)Nc1ccc(S(=O)(=O)N(Cc2ccccc2)c2ccccn2)cc1	-0.4%	/	3.8%	/	-5%	22%	/	0.8	54	-18%[20 µM]
COc1c(C)cc(C(=O)C2CCCN(C(=O)c3cccc(-n4cccn4)c3)C2)cc1C (configuration not stated)	0.0%	i	2.6%	1.1	-20%	17%	15%	1.2	58	-32%
CCCCCC(=O)Nc1cccc(C2=NOC3(C2)C[C@H](C(N)=O)N(C(=O)CCCCC)C3)c1 (some centres not stated)	-0.2%	i	1.4%	/	-10%	9%	/	-2.7	92	14%
COC(=O)C1CSc2[nH]c(=O)sc2C1c1ccc(O)c(OC)c1 (configuration not stated)	0.2%	i	0.3%	1.1	-17%	1%	3.0%	-1.3	43	27%
COC(=O)c1cc(=O)n(-c2ccc(C(F)(F)F)cc2)[nH]1	0.2%	i	/	/	-6%	-11%	/	0.9	44	15%

Screening data (PubChem)

These rows are one share of the data (hit frequency here may not be typical).
